Bioassay records from PubChem.
m5-HT2A agonist = activates the mouse 5-HT2A serotonin receptor; P35363; CHO-K1 mHTR2A beta-arrestin complementation, luminescence; percent of 30 µM serotonin response; activation, % at 7.6 µM; actives 0.66% (n = 360,000); AID 624169;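 active = activation above a run cutoff, the mean activation of all tested compounds plus 3 SD, cut at about 14% in these data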;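 note: 0% = plate median of compound wells and 100% = 30 µM serotonin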
Target sequence (P35363 whole entry, looked up): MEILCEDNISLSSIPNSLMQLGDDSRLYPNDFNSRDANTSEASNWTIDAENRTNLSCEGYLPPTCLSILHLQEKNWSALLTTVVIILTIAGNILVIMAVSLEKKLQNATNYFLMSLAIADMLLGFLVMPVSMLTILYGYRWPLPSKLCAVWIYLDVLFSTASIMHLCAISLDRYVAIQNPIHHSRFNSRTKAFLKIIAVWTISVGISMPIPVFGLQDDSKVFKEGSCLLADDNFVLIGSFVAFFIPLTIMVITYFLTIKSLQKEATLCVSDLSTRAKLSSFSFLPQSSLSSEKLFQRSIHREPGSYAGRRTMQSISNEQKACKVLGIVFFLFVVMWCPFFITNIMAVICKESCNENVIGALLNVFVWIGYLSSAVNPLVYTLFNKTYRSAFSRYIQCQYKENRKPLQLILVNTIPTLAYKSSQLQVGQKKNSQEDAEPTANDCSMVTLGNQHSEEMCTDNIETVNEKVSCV
H9c2 protect = protects H9c2 cardiomyocytes from peroxide injury; actives 0.63% (n = 360,000); protection from H2O2 cell death, % at 20 µM; H2O2 injury protection, ATPLite, 2 h; AID 588492;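 active = compounds giving at least 50% protection of heart cells from peroxide-induced death in the single-dose screen, raw or plate-pattern-corrected value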;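 note: 0% = DMSO wells with peroxide and 100% = DMSO wells without peroxide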
hiPSC survival = increases survival of single human iPS cells; hiPSC single-cell survival, ATPlite luminescence; 100% = ROCK inhibitor wells, 0% = DMSO; survival enhancement, % at 20 µM; actives 0.044% (n = 360,000); AID 602274; in the data active = survival enhancement above about 18%;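 note: cells exposed to compounds for 16 hours before the ATP read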
ABCB6 inh MLPCN = blocks the human ABCB6 transporter | K562-ABCB6 porphyrin accumulation, flow cytometry, 1 h; hits give low values | AID 602162 | Q9NP58 | actives 0.19% (n = 360,000) | fluorescence ratio to DMSO, % at 10 µM;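 active = fluorescence ratio to DMSO below 75%, the collection mean minus 3 SD; inconclusive = too few cells collected in the well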;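 note: signal is porphyrin accumulated inside mitochondria; 100% equals median channel fluorescence of DMSO control wells; lower ratio means ABCB6 inhibition with less porphyrin fluorescence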
CaV13 ICDI inh = Primary screen for inhibitors of IQ motif and Ca2+-dependent inactivation inhibitor domain binding in CACNA1D, Förster resonance energy transfer in living cells, …; HEK cells, CFP/YFP FRET ICDI-IQ, plate reader, 10 min; percent FRET-ratio fall versus neutral wells; inhibition, % at 12.3 µM; actives 0.098% (n = 340,000);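 active = mean replicate inhibition of at least 30% and at least 1% of replicates passing that level; inconclusive = only one of the two criteria is met; inactive = neither criterion is met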;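 note: 0% = median of the neutral control wells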
aDG glyco act = alpha-DG glycosylation activation; actives 0.22% (n = 360,000); activation, % at 10 µM; Pro5-aDG cells, alpha-DG glycosylation AlphaScreen (IIH6); 0% Pro5, 100% B10-LARGE cell signal;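 active = activation of at least 8% versus controls, or a plate z-score of at least 8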;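 note: Pro5 are CHO cells carrying HIG-tagged alpha-DG that lacks glycosylation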
Glyco luc inh = N-linked glycosylation inhibition; actives 0.23% (n = 360,000); D54 ERlucT glycosylation luciferase reporter, 24 h; percent of 100 nM tunicamycin response; AID 588692; reporter increase, % at 12.5 µM;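 active = mean luciferase reporter signal, scaled so untreated is 0 and the glycosylation-blocking control 100, at or above a set limit in every replicate; inconclusive = mean reaches the limit but not every replicate does; inactive = mean below the limit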;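 note: luciferase carries N-glycosylation sites so blocking glycosylation raises the light; 0% = median of neutral control wells and 100% = median of 100 nM tunicamycin wells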
PDI inh = inhibitors of human protein disulfide isomerase; actives 0.052% (n = 350,000); AID 588391; inhibition, % at 10 µM; P07237; PDI insulin aggregation turbidity, A650, 90 min;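 active = mean inhibition across replicates of 30% or more, whatever share of single replicates reach that level; inconclusive = mean inhibition below 30% while every single replicate reaches 30%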;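 note: absorbance from insulin aggregation driven by PDI reduction with DTT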
Target sequence (P07237 whole entry, looked up): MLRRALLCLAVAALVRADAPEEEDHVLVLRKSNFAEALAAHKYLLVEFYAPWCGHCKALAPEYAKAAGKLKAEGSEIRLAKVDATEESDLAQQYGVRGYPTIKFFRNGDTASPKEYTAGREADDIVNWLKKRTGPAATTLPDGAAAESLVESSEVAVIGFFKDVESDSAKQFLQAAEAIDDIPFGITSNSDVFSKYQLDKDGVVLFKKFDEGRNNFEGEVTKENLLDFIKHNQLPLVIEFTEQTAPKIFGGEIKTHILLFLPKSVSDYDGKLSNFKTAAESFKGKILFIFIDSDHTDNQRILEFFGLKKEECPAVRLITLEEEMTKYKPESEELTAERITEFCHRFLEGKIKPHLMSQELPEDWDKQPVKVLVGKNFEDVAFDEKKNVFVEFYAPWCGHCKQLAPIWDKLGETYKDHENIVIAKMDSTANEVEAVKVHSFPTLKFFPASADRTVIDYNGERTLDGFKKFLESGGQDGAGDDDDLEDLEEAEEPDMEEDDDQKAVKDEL
Vif inh = inhibitors of HIV Vif; HEK293T cells, Vif self-association by quenched fluorescence, imaging, 24 h; inhibition, % at 7.49 µM; actives 0.35% (n = 340,000); in the data active = inhibition above about 50%, passing the limit was not always enough; inconclusive = no clear call, values can overlap the other calls; inactive = below about 31%; note: some results filed as inactive read as strong as hits
Exocytosis inh = lytic granule exocytosis inhibition; TALL-104 LAMP-1 surface exposure, flow cytometry; cells stimulated with thapsigargin and PMA; inhibition, % at 10 µM; actives 0.66% (n = 360,000);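 active = inhibition above about 55%, limit read from the data; inconclusive = no clear call, values can overlap the other calls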
An asterisk follows results filed as active; u = inconclusive; x = not tested or not shown.

SMILES	m5-HT2A agonist	H9c2 protect	hiPSC survival	ABCB6 inh MLPCN	CaV13 ICDI inh	aDG glyco act	Glyco luc inh	PDI inh	Vif inh	Exocytosis inh
CCc1nc(C#N)c(N2CCCCC2)o1	0	0	2.9	816	-4	0.1	3	-5	-10	0
O=c1cc(-c2ccccc2Cl)oc2c(NS(=O)(=O)c3cc(Cl)cc(Cl)c3O)ccc(O)c12	3	-27	-1.4	96	x	0.0	-6	-3	x	-3
CC(C)NC(=O)Nc1ccc2c(c1)C(=O)N([C@H](C)CO)C[C@H](C)[C@@H](CN(C)C(=O)Nc1ccc(C(F)(F)F)cc1)O2	3	-10	2.5	98	-6	-0.1	1	-5	x	12
N#CCC(=O)N/N=C/c1ccc(OCC(=O)Nc2ccc(F)cc2)cc1	5	11	1.0	100	-2	0.1	-2	5	0	0
COc1ccc2c(c1)c1ncn(CCN3CCCC3)c(=O)c1n2C	-6	5	-1.3	102	-5	0.4	2	2	-6	7
COc1ccc(C(=O)NCCS(=O)(=O)NCc2ccccc2)cc1	1	-6	2.6	99	-5	0.0	4	-2	-3	0
CC1(C)Oc2ccc3ccc(=O)oc3c2/C(=C/NNC(N)=O)C1=O	-22	0	-0.4	97	-9	0.1	9	-1	-4	2
CC(=O)c1cccc(NC(=O)N2C3CCC2CC(O)(c2cccnc2)C3)c1 (stereo unspecified)	0	-5	-2.8	103	-2	0.1	2	-3	-9	-4
CCOP(=O)(OCC)C(Nc1ccccc1)c1ccccc1C(F)(F)F (stereo unspecified)	-2	3	-0.2	96	3	0.9	-2	-1	-2	4
COc1ccc(-c2nc3ccccc3c(=O)n2CCOc2cccc(C)c2C)cc1	6	-12	-0.5	104	2	0.0	1	-2	-17	-5
COc1cccc(CNC(=O)[C@@H]2CCCN2C(=O)[C@H]2CCCCN2C(=O)OC(C)(C)C)c1	-1	x	2.4	102	-10	0.6	x	x	x	-8
Cn1cccc1Cc1nnc(SCC(=O)NC2CCCCC2)n1-c1ccc(F)cc1	-1	12	-1.1	98	-2	0.0	1	x	2	-2
COc1ccc(NC(=O)CSc2nccn2Cc2ccc(F)cc2)c(OC)c1	-4	-6	-0.3	94	-3	-0.1	12	-10	-3	-1
COCCn1nnnc1C(c1cccc(OC)c1OC)N1CCN(C2CCCCC2)CC1 (stereo unspecified)	0	10	-0.4	203	x	-0.3	1	2	x	19
O=C(NCc1cccs1)C(Cc1ccccc1)n1cccc1 (stereo unspecified)	-5	4	-1.4	90	-6	0.0	2	x	5	6
O=C(N/N=C/c1ccccn1)c1cccc(NC(=O)c2ccc(Cl)cc2)c1	7	38	0.1	94	-3	0.0	3	6	-8	-14
O=C(NC(=S)N1CCCC1)c1ccc(Cl)cc1Cl	4	-2	1.0	96	-6	0.4	2	7	-2	1
CC(C)OC(=O)NCN1C(=O)C2C3C=CC(C3)C2C1=O (stereo unspecified)	0	16	0.6	98	-5	0.5	2	-13	2	0
COc1ccc(N2CCN(C(=O)CSc3nc4nc(C)cc(C)n4n3)CC2)cc1	-6	1	-0.5	98	-2	0.0	1	-2	-2	-2
CC(C(=O)Nc1ccc(Cl)cc1Cl)N1C(=O)NC2(CCCCCCC2)C1=O (stereo unspecified)	2	-6	-0.3	91	-3	0.6	2	5	-3	6
CCOc1ccc(N2C(=O)CC(Sc3ccccc3C(=O)O)C2=O)c([N+](=O)[O-])c1 (stereo unspecified)	1	9	3.4	93	3	0.6	0	3	-1	1
O=C1C(=O)N(c2ccc(O)cc2)C(c2ccccc2[N+](=O)[O-])/C1=C(\O)c1ccccc1 (stereo unspecified)	-1	3	-0.8	99	-2	0.0	0	5	-12	4
CCC(C)c1ccc(OCC(=O)O)cc1 (stereo unspecified)	4	-5	0.6	96	-4	-0.1	3	0	u	-1
O=C(/C(=C/c1cccnc1)n1ccnc1)c1ccc(Cl)cc1Cl	-1	-1	1.9	95	-5	0.7	1	8	-5	96*
N/C(=N\OC(=O)c1ccc2c(c1)OCO2)c1ccc(Cl)cc1	0	-17	-0.6	105	-7	0.2	-7	-4	x	-8
Other results follow.
SMILES	m5-HT2A agonist	H9c2 protect	hiPSC survival	ABCB6 inh MLPCN	CaV13 ICDI inh	aDG glyco act	Glyco luc inh	PDI inh	Vif inh	Exocytosis inh
Cc1cc(S(=O)(=O)N2CCCCC2)ccc1OCC(=O)Nc1ccccc1	-5	-1	-0.4	95	-5	-0.4	-2	-5	x	-10
COc1ccc(Cn2c(-c3ccc(C)cc3)c[n+]3ccccc23)cc1	-4	-16	-2.6	95	-5	0.6	1	2	-39	3
COc1ccc(NC(=O)N2CCc3ccccc32)cc1	5	-19	-5.0	99	x	-0.1	-12	7	x	0
COc1cccc(OC)c1C(=O)Nc1ccc(N2CCN(C(=O)c3ccco3)CC2)cc1	0	11	-0.4	92	-3	0.1	-1	4	19	5
COc1ccc(NC(=O)NC(C(F)(F)F)C(F)(F)F)cc1	0	-15	1.5	96	-5	-0.2	0	1	1	-1
COc1ccc(NC(=O)CN(C)C(=O)Cc2c(C)nc3ccccc3c2C)cc1	-2	-8	-0.2	94	-6	0.4	-3	2	x	-4
Cc1ccc(S(=O)(=O)N(C)C)cc1NC(=O)COC(=O)/C(=C/c1ccc(F)cc1)c1cccs1	-2	-19	-1.0	96	-3	0.2	1	-3	4	-4
CC1CCN(CC(=O)Nc2ccccc2-c2ccccc2)CC1	3	-6	2.4	94	-9	0.1	-5	-1	-6	6
CCOC(=O)N1CCN(C(=O)c2ccc(Cn3c(=S)[nH]c4cc(OCC)c(OCC)cc4c3=O)cc2)CC1	2	-8	-0.9	98	-3	0.4	0	-2	-12	4
NC(=O)C1(NC(=O)[C@@H]2CC3(CC(c4cccc(NC(=O)[C@@H]5CCC(=O)N5)c4)=NO3)CN2C(=O)c2cnccn2)CC1 (stereo partly specified)	-2	1	0.7	102	-3	0.1	1	3	15	26
Cc1[nH]c2c(Cl)cccc2c1CCNC(=O)C1CCCCC1C(=O)OCC(F)(F)F (stereo unspecified)	3	5	-1.0	100	-2	0.2	0	-9	-10	-4
CCn1c(Cc2ccccc2)nnc1SCC(=O)NC1CC1	0	-4	-0.4	96	-4	-0.1	1	3	2	2
Cc1cccc(C)c1N(CC(=O)NCc1ccc(F)cc1)C(=O)c1csnn1	2	3	-2.3	98	-5	-0.5	0	-2	2	-2
O=C(NCc1cccc(Cl)c1)c1ccc(S(=O)(=O)Nc2cccc(C(F)(F)F)c2)cc1	-3	-6	-0.5	93	-5	0.3	-3	7	-6	2
Cc1[nH]c2ccccc2c1C(=O)CN1CCCC(C)C1 (stereo unspecified)	2	13	-0.3	102	-4	-0.1	-1	5	-7	1
O=C(Nc1cnc2ccccc2c1)c1cccc(-n2cnnn2)c1	10	15	3.6	97	-5	0.1	0	0	11	0
Cn1c(=O)c(NC2CCCCC2)c2c3c(cccc31)C(=O)c1ccccc1-2	-1	13	-0.8	529	-13	0.7	-8	0	x	90*
OC(COc1ccc2c(c1)OCO2)CN1CCCC1 (stereo unspecified)	5	-1	-1.3	97	-2	-0.1	-1	0	5	2
O=C1CCC/C(=N\NC(=O)NC2CCCCC2)C1	-5	-2	-0.4	105	1	-0.2	3	-2	-6	0
CC(C)CC1NC(=O)N(CC(=O)c2ccc3c(c2)OCCO3)C1=O (stereo unspecified)	-2	2	-1.0	84	-5	-0.1	-8	3	0	7
O=C(OCn1nnc2ccccc2c1=O)c1ccc(O)cc1	-1	10	-0.6	92	-17	-0.5	-2	17	-3	1
Cc1ccc(/C=C(\C#N)C(=O)Nc2cccc(C)n2)cc1	3	-12	0.4	100	-4	-0.1	2	-1	-14	4
COC(=O)c1ccc(CSc2nnnn2C)o1	5	4	-1.3	91	-8	0.4	x	7	x	1
Cn1c(/C(C#N)=C(\O)CN2CCN(Cc3ccccc3)CC2)nc2ccccc21	-5	2	0.2	89	x	-0.2	3	-1	x	2
NS(=O)(=O)c1ccc(CCNc2nc(CN3CCCCC3)nc3sc4c(c23)CCC4)cc1	-3	1	0.0	98	-6	0.4	2	-3	8	-1

Some of these compounds in order of formula weight, rising.
SMILES	m5-HT2A agonist	H9c2 protect	hiPSC survival	ABCB6 inh MLPCN	CaV13 ICDI inh	aDG glyco act	Glyco luc inh	PDI inh	Vif inh	Exocytosis inh
OC(COc1ccc2c(c1)OCO2)CN1CCCC1 (stereo unspecified)	5	-1	-1.3	97	-2	-0.1	-1	0	5	2
O=C(Nc1cnc2ccccc2c1)c1cccc(-n2cnnn2)c1	10	15	3.6	97	-5	0.1	0	0	11	0
Cn1c(=O)c(NC2CCCCC2)c2c3c(cccc31)C(=O)c1ccccc1-2	-1	13	-0.8	529	-13	0.7	-8	0	x	90*

The results go on.
SMILES	m5-HT2A agonist	H9c2 protect	hiPSC survival	ABCB6 inh MLPCN	CaV13 ICDI inh	aDG glyco act	Glyco luc inh	PDI inh	Vif inh	Exocytosis inh
Cc1ccc(S(=O)(=O)NCC2CCC(C(=O)NCc3ccccn3)CC2)cc1 (stereo unspecified)	2	9	0.4	100	-20	0.1	2	-4	9	1
c1ccc2[nH]c(CCCc3nc4ccccc4[nH]3)nc2c1	-3	3	-0.5	94	-2	0.1	1	-2	0	-10
Cc1ccc(-c2[nH]nc3c2C(C)C(C#N)=C(N)O3)cc1 (stereo unspecified)	0	-4	0.8	95	-5	0.3	-1	1	2	3
C/C(=N\Nc1ccc([N+](=O)[O-])cc1)c1ccc(C#N)cc1	3	-5	-0.5	110	-5	-0.1	-3	-2	2	12
O=C(Nc1cccn2ncnc12)C(Cl)Cl	3	10	-2.0	94	-4	-0.2	3	-6	13	17
CC(=O)N(C)c1ccc(NC(=O)c2ccc([N+](=O)[O-])cc2Cl)cc1	3	5	-0.6	99	-5	0.0	1	12	6	-2
Cc1ccc(S(=O)(=O)N2CCN(C(=O)COC(=O)COc3cccc4c3OC(C)(C)C4)CC2)cc1	2	-4	1.2	104	-6	0.2	2	-1	-10	-3
O=C1C=C(c2cccc3c2oc2ccccc23)C[C@@H](c2ccc(F)cc2)C1	6	-7	-1.0	90	-5	-0.5	-2	-6	13	-16
CC(C(=O)NC(=O)NCc1ccccc1)N1C(=O)c2ccccc2C1=O (stereo unspecified)	-1	2	0.6	98	-6	-0.3	1	8	6	2
CCOc1ccccc1C(=O)NCCCN1CCN(CCCNC(=O)c2ccccc2OCC)CC1	-6	0	-1.5	93	-6	-0.2	1	-6	5	-2
CC(C)CNC(=O)C1(C)CCCCCN1C(=O)c1cc(C#N)cs1 (stereo unspecified)	6	4	0.6	98	-6	-0.1	2	-11	5	-2
CC(C)(C)c1ccccc1OCC(=O)Nc1ccccc1C(=O)NCc1cccnc1	-4	15	-0.6	94	-4	-0.1	-5	-3	-5	51
COCOc1cc(O)c2c(=O)c(OCOC)c(-c3ccc(OCOC)c(OCOC)c3)oc2c1	0	3	-0.9	95	x	-0.6	9	x	-14	4
Cc1cc(/C=C2/C(=N)N3C(c4ccccc4)=CSC3=NC2=O)c(C)n1-c1ccccc1	3	-4	-1.0	102	-10	-0.1	-1	-1	-29	1
COc1cc(-c2cc3nc(NCc4cccc(Cl)c4)ccn3n2)cc(OC)c1OC	-6	18	-1.3	96	-6	1.5	8	8	-9	-5
N#Cc1cccc(NC(=O)CSc2sc3c(O)cc(=O)[nH]c3c2C#N)c1	-4	6	0.5	96	-4	-0.1	2	-2	10	-1
